NTR1 agonist: NTR1-driven beta-arrestin-GFP spot formation – imaging, U2OS cells, high content, primary screen (AID 493036). activation, % at 20 µM. actives 0.17% (n = 330,000). agonist mode;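 active = activation at or above 40% of the spot to cytoplasm intensity ratio, with at least 20 cells analyzed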;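 note: 0% = DMSO without peptide and 100% = 100 nM NTR1 peptide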
Target sequence (P30989 whole entry, looked up): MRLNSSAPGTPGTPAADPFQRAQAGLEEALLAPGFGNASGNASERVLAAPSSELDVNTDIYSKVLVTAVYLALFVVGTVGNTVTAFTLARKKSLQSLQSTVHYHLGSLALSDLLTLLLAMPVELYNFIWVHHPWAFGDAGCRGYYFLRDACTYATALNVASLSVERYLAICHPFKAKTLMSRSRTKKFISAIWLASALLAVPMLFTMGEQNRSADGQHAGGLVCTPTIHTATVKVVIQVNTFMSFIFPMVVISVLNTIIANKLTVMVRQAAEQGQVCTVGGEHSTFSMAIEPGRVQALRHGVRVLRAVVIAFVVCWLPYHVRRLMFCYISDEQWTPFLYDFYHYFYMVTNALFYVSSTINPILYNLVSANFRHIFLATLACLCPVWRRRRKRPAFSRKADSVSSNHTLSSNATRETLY
Large T inhibition: SV40 large T antigen inhibitors, biochemical (AID 1903); actives 0.39% (n = 310,000); SV40 large T antigen ATPase/helicase inhibition assay; higher % means a stronger effect; inhibition, % at 20 µM; hits with a dose series show IC50 in µM; in the data active = a potency from the dose series; note: strong numbers were not always called active
Rac1 GTP hydrolysis: MgcRacGAP GTPase-activating activity inhibitors, confirmation, biochemical, ADP Hunter fluorescence; inhibition, % at 30 µM; hits with a dose series show IC50 in µM; actives 0.6% (n = 340,000); AID 624330; MgcRacGAP-stimulated Rac1 GTP hydrolysis, ADP Hunter fluorescence; higher % means a stronger effect; GST-tagged Rac1 F28L mutant substrate;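 active = first-screen hits whose inhibition reached a set limit at any dose in the follow-up dose series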;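 note: fluorescence reports GDP produced by GAP-driven GTP hydrolysis; strong numbers were not always called active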
Dengue-2 NS5 capping: Dengue-2 NS5 methyltransferase inhibitors, primary screen, biochemical, confirmation dose response (AID 588689). Dengue-2 NS5 methyltransferase capping enzyme assay, biochemical; higher % means a stronger effect. inhibition, % at 25 µM, or IC50 in µM where a hit was titrated. actives 0.3% (n = 340,000); in the data active = a potency from the dose series
T cell modulator: T cell immune modulation candidate | 2C CD8+ T cell-vesicle binding, flow cytometry; hits give low values | calls only at 7 µM | actives 0.068% (n = 330,000) | AID 2052;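 active = response, share of CD8 T cells binding vesicles, and their 90th percentile fluorescence all below set limits, cut at about 80% in these data, passing the limit was not always enough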
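Material: 2C TCR transgenic mouse naive CD8+ T cells, MACS-purified. Also added: QL9-charged Drosophila Ld/ICAM-1/B7-1 vesicles. Timing: binding 1.5 h at 37 °C. Measured by: high-throughput flow cytometry with anti-B7-1 and anti-CD8 staining. Read-out: percent CD8+ FL2 mean versus row control. Controls: Unloaded micro-vesicles (low), QL9 vesicles with 0.7% DMSO (high).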
Salmonella PhoP GFP: inhibitors of PhoP regulon expression, primary screen, Salmonella Typhimurium, GFP reporter (AID 1863); S. Typhimurium PhoP-regulated promoter GFP reporter, 4 h; higher % means a stronger effect; actives 0.16% (n = 300,000); one-dose inhibition, % at 50 µM; IC50 in µM for titrated hits;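 active = inhibition over 29.93%, a cutoff 3 SD above the screen mean, later confirmed by dose response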;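 note: 0% = low Mg2+ inducing control and 100% = high Mg2+ repressing control; strong numbers were not always called active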
UTI89 phage lysis: inhibition of K1F phage lysis, E. coli UTI89, bacterial capsule biogenesis inhibitors, alamar blue (AID 488966); actives 0.02% (n = 340,000); inhibition, % at 100 µM, or IC50 in µM where a hit was titrated; E. coli UTI89 K1F phage lysis, alamar blue, 2 h; higher % means a stronger effect;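 active = phage lysis inhibition, versus mean bacterial control, above a set limit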;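 note: capsule biogenesis inhibitors block K1F phage lysis so surviving cells raise fluorescence; higher fluorescence means more inhibition of phage lysis; actives were called in the ten point dose series up to 300 µM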
West Nile virus CPE: inhibition of WNV-induced cytopathic effect – cell-based, CPE readout (AID 1621); West Nile virus-infected cells, CPE inhibition; higher % means a stronger effect; CPE inhibition, % at 10 µM, or IC50 in µM where a hit was titrated; actives 0.02% (n = 290,000); in the data active = a potency from the dose series; note: strong numbers were not always called active
RSV CPE inhibition: inhibition of RSV-induced cytopathic effect – HEp-2 cells, primary 10 µM value included (AID 2391); CPE inhibition, % at 10 µM; hits with a dose series show IC50 in µM; actives 0.13% (n = 310,000); HEp-2 cells, RSV-induced CPE inhibition; higher % means a stronger effect; in the data active = a potency from the dose series; note: strong numbers were not always called active
T cell modulator vesicle-bound %: further read-out of T cell modulator, marked with its call; double positive events, %; measured here: CD8+ vesicle-bound cell fraction;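 binding gate set so that unloaded-vesicle control wells show 10% double positive cells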
NTR1 agonist cell count 20 µM: second read-out of NTR1 agonist, no call of its own (marks repeat the call); cell count; measured here: cell count, cytotoxicity flag
Dengue-2 NS5 capping pilot replicate: also measured in Dengue-2 NS5 capping; calls as there; inhibition, %; measured here: pilot screen replicate inhibition
Active calls of the source: *; i = inactive; . = no result given; & = joins results of further samples; [ ] = remark or other dose.

SMILES | NTR1 agonist | NTR1 agonist cell count 20 µM | Large T inhibition | Rac1 GTP hydrolysis | Dengue-2 NS5 capping | T cell modulator | T cell modulator vesicle-bound % | Salmonella PhoP GFP | UTI89 phage lysis | West Nile virus CPE | RSV CPE inhibition | others
CC(=O)Nc1cc(NC(C)=O)cc(C(=O)OCC(=O)N2CC(C)OC(C)C2)c1 (stereo not given) | 1.4 | 41 | 10% | 5% | 3% | i | 51 | 4% | -0.2%[50 µM] | 0.0% | 0.6%
COc1ccccc1N1CCN(C(=O)c2cc(-c3ccc(Cl)c(Cl)c3)on2)CC1 | 1.2 | 56 | 2% | 4% | -1% | i | 27 | -7% | 4.3% | -0.1% | -0.7%
O=C(CCCN=C1NS(=O)(=O)c2ccccc21)OCC(=O)c1ccc(F)cc1 | 0.6 | 43 | 11% | 3% | -2% | i | 61 | -7% | 0.5%[50 µM] | . | -0.1%
COc1ccc(/C=C/c2n[nH]c(=O)c(C#N)c2C)cc1 | -0.3 | 50 | 8% | 4% | 4% | i | 30 | 7% | 0.1% | -0.4% | 2.3%
CCCN(C(=O)CSc1nc2c(cnn2-c2ccccc2)c(=O)[nH]1)C1CCS(=O)(=O)C1 (stereo not given) | 1.6 | 72 | 4% | -3% | -3% | i | 50 | -3% | 0.6%[50 µM] | 0.2% | 1.7%
COc1ccccc1CNC(=O)C1CCN(S(=O)(=O)c2ccc3c(c2)OCCO3)CC1 | 0.3 | 55 | 3% | 8% | 8% | i | 34 | -4% | 0.1% | 0.1% | 1.1%
C/C(N)=C(\C#N)C(=O)NCCc1ccccn1 | -5.1 | 95 | 1% | 3% | -3% | i | 26 | -10% | 1.7% | 0.1% | 0.4%
CCN1CNC(=S)N(c2cccc(C)c2)C1 | -0.7 | 51 | 9% | 4% | -1% | i | 46 | 5% | -0.1% | 0.6% | 0.9%
O=C1OC(/C(=C\Nc2ccc(F)cc2F)[N+](=O)[O-])c2ccccc21 (stereo not given) | 1.8 | 41 | 25% | 10% | 13% | i | 44 | 39% | -3.1% | 0.5% | 1.9%
O=C(COC(=O)C1CCN(c2ccc(C(F)(F)F)cn2)CC1)Nc1ccc(F)cc1[N+](=O)[O-] | 1.7 | 58 | 3% | -9% | 1% | i | 23 | -3% | -0.4%[50 µM] | . | -0.5%
C=CCNC(=S)NNC(=O)C(CCCC)CC(C)O (stereo not given) | -0.8 | 43 | 1% | 11% | . | i | 34 | -3% | -0.2% | -0.4% | 2.7%
O=C(NCCCN1CCCC1=O)NC12CC3CC(CC(C3)C1)C2 | 0.6 | 78 | 0% | 2% | -2% | i | 57 | -5% | -0.1% | 1.2% | 0.5%
Cc1cccc(-n2nnc(C(=O)Nc3ccc(F)cc3)c2N)c1 | 0.3 | 81 | -3% | 3% | -3% | i | 35 | 29% | 3.1% | -0.3% | 19%
COc1ccc(OC)c(Nc2nc(-c3sc(NC(=O)C(C)(C)C)nc3C)cs2)c1 | 9.6 | 88 | 10% | 2% | -6% | . | . | 2% | 0.3% | -1.1% | 4.0%
COCC(=O)N(Cc1cc2cc(C)ccc2[nH]c1=O)c1ccccc1 | -0.5 | 75 | 5% | -7% | 0% | i | 55 | 0% | -0.2% | -1.3% | 0.6% | Dengue-2 NS5 capping pilot replicate=4.0
O=c1[nH]c(CSc2nnc(-c3ccccc3)n2C2CCCCC2)nc2ccccc12 | -0.4 | 82 | 6% | -3% | 4% | i | 24 | -4% | 2.4% | -0.1% | .
CC(C)(C)c1ccccc1OCC(=O)NCCC(=O)O | 0.1 | 78 | 22% | 0% | -6% | i | 44 | -11% | 1.0% | 0.0% | 1.6% | Dengue-2 NS5 capping pilot replicate=0.6
Cc1noc(C)c1S(=O)(=O)NCCN1CCN(c2ccccc2)CC1 | -2.2 | 78 | 14% | -1% | 6% | i | 67 | -6% | 2.0% | -0.2% | 1.7%
CN1CCN(CC(C)(C)NS(=O)(=O)c2ccccc2)CC1 | -0.3 | 65 | . | 2% | -5% | i | 57 | . | -0.8% | . | .
Cc1ccc2c(c1)C1CN(C)CCC1N2C(=O)COc1ccccc1F (stereo not given) | -1.3 | 58 | 0% | 1% | 3% | i | 26 | . | 0.4% | -0.4% | -2.0%
COc1cc(/C=C/c2cccc[n+]2C)ccc1OCC(=O)Nc1cccc(Cl)c1 | -0.1 | 51 | 4% | 8% | 0% | i | 24 | 2% | 0.4% | 0.6% | 0.3%
Cc1csc(CN(C)C(=O)CC2C(=O)NCCN2CC(C)(C)C)n1 (stereo not given) | 0.6 | 50 | 22% | 0% | . | i | 48 | 1% | 0.1% | 0.0% | -1.9%
O=C(NCCc1ccccc1)c1c[nH]c2c(F)cccc2c1=O | 1.3 | 57 | 26% | 3% | 2% | i | 68 | -8% | -0.2% | -0.7% | 6.1%
COc1ccc(-n2c(=O)c(CCC(=O)N3CCC(C)CC3)nc3ccccc32)cc1 | -0.2 | 56 | . | 3% | -1% | i | 30 | . | 0.4%[50 µM] | . | 0.8%
Cn1cc(SCC(=O)N2CCOCC2)c2ccccc21 | -1.0 | 101 | 5% | 11% | -2% | i | 17 | -1% | -0.6% | -0.3% | 1.7%
Next section:
SMILES | NTR1 agonist | NTR1 agonist cell count 20 µM | Large T inhibition | Rac1 GTP hydrolysis | Dengue-2 NS5 capping | T cell modulator | T cell modulator vesicle-bound % | Salmonella PhoP GFP | UTI89 phage lysis | West Nile virus CPE | RSV CPE inhibition | others
Cc1nn(CCC(=O)Nc2cccc(C#N)c2)c(C)c1S(=O)(=O)N1CCCCC1 | -0.9 | 67 | 9% | 4% | -15% | i | 14 | -3% | 0.1% | -0.4% | 0.1%
CCOC(=O)c1[nH]c(C)c(C(=O)NCc2cccnc2)c1C | -5.4 | 65 | 2% | 0% | -10% | i | 47 | 0% | -1.8% | -0.2% | 0.1%
COc1ccc(-c2csc(CCN3N=C(C)CC3=O)n2)cc1 | 2.6 | 53 | 12% | -7% | 16% | i | 33 | 4% | -0.2% | 1.2% | -1.9%
CCOC(=O)CN(C(=O)Cn1nnc(-c2ccc(OC)cc2)n1)C(C(=O)NC1CCCC1)c1ccc(F)cc1 (stereo not given) | 0.8 | 48 | 3% | 4% | -2% | i | 38 | 3% | 0.7% | 0.0% | 1.3%
COc1ccc(CC(=O)OCn2nnc3ccccc3c2=O)cc1 | -1.0 | 37 | 11% | 6% | 5% | i | 44 | -5% | -0.1% | 0.1% | 0.8%
Cc1nnc(SCC(=O)N2CCOCC2)[nH]c1=O | 2.4 | 74 | 10% | 0% | 3% | i | 33 | -4% | 0.9%[50 µM] | -0.7% | -0.3%
COc1cc(NC(=O)c2cccs2)c(OC)cc1NC(=O)CCC(=O)Nc1ccc(C)cc1 | 4.3 | 52 | 7% | -4% | -4% | i | 18 | -5% | -0.3% | 1.2% | 1.3%
Cc1cccc(C)c1NC(=O)CN(C)C(=O)Cn1c(=O)cnc2ccccc21 | 0.8 | 64 | 12% | 5% | -8% | i | 58 | -3% | 0.1% | 1.1% | 2.3%
Cc1occc(=O)c1OCc1c(Cl)cccc1Cl | -1.9 | 98 | 17% | 2% | -6% | i | 60 | 2% | 0.3% | -0.4% | 5.3%
Cc1ccc(S(=O)(=O)Nc2c(C)n(C)n(-c3ccccc3)c2=O)cc1 | 1.9&2.8 | 61&51 | 3%&-4% | 3%&7% | -5%&-3% | i | 31&47 | -12%&5% | 0.1% | 2.1%&0.1% | 2.2%&-0.2%
CCOC(=O)c1cccc(Nc2nc(-c3cccnc3)nc3ccccc23)c1 | 27 | 68 | 6% | 5% | -11% | i | 22 | -1% | 0.6% | . | 25%
CCC(OC(=O)c1ccco1)C(=O)NCc1ccc(C)cc1 (stereo not given) | 1.1 | 84 | 4% | 3% | -13% | i | 30 | 15% | -0.8% | -0.1% | 1.6%
CCOc1ncccc1C(=O)OCC(=O)Nc1ccc2c(c1)OCCO2 | 0.0 | 60 | . | 5% | -10% | i | 38 | . | 1.0%[50 µM] | . | 1.6%
CC1=NCCN1S(=O)(=O)c1c(C(C)C)cc(C(C)C)cc1C(C)C | 1.5 | 39 | 3% | 6% | -9% | i | 49 | 4% | 0.2% | 0.5% | 0.8%
CCOC(=O)c1c(NC(=O)CSc2nnc(C)c(=O)[nH]2)sc2c1CCC2 | 1.0 | 53 | 14% | 6% | 23% | i | 38 | -11% | -0.1% | 0.2% | 6.5%
COc1ccc(-c2cn3ccccc3n2)cc1 | 1.5 | 64 | . | 12% | 0% | i | 35 | -6% | 0.4% | -0.1% | 1.4%
O=S(=O)(O)CCS | 1.7 | 61 | 0% | 2% | 2% | i | 49 | -1% | 3.7% | 0.5% | 3.5%
CC1CN(c2nc3ccccn3c(=O)c2/C=C(\C#N)C(=O)N2CCOCC2)CC(C)O1 (stereo not given) | -0.1 | 42 | 8% | -15% | 9% | i | 34 | -7% | -3.1% | 0.1% | 1.6%

Part of the list above in order of molar mass, ascending.
SMILES | NTR1 agonist | NTR1 agonist cell count 20 µM | Large T inhibition | Rac1 GTP hydrolysis | Dengue-2 NS5 capping | T cell modulator | T cell modulator vesicle-bound % | Salmonella PhoP GFP | UTI89 phage lysis | West Nile virus CPE | RSV CPE inhibition | others
COc1ccc(-c2cn3ccccc3n2)cc1 | 1.5 | 64 | . | 12% | 0% | i | 35 | -6% | 0.4% | -0.1% | 1.4%
Cc1nnc(SCC(=O)N2CCOCC2)[nH]c1=O | 2.4 | 74 | 10% | 0% | 3% | i | 33 | -4% | 0.9%[50 µM] | -0.7% | -0.3%
CCC(OC(=O)c1ccco1)C(=O)NCc1ccc(C)cc1 (stereo not given) | 1.1 | 84 | 4% | 3% | -13% | i | 30 | 15% | -0.8% | -0.1% | 1.6%
COc1ccc(CC(=O)OCn2nnc3ccccc3c2=O)cc1 | -1.0 | 37 | 11% | 6% | 5% | i | 44 | -5% | -0.1% | 0.1% | 0.8%
CCOc1ncccc1C(=O)OCC(=O)Nc1ccc2c(c1)OCCO2 | 0.0 | 60 | . | 5% | -10% | i | 38 | . | 1.0%[50 µM] | . | 1.6%
Cc1nn(CCC(=O)Nc2cccc(C#N)c2)c(C)c1S(=O)(=O)N1CCCCC1 | -0.9 | 67 | 9% | 4% | -15% | i | 14 | -3% | 0.1% | -0.4% | 0.1%
CC1CN(c2nc3ccccn3c(=O)c2/C=C(\C#N)C(=O)N2CCOCC2)CC(C)O1 (stereo not given) | -0.1 | 42 | 8% | -15% | 9% | i | 34 | -7% | -3.1% | 0.1% | 1.6%
COc1cc(NC(=O)c2cccs2)c(OC)cc1NC(=O)CCC(=O)Nc1ccc(C)cc1 | 4.3 | 52 | 7% | -4% | -4% | i | 18 | -5% | -0.3% | 1.2% | 1.3%
